D1 agonist: activates the human D1 dopamine receptor; HEK293 T-REx D1 cells, calcium flux, agonist mode; P21728; hit rate 1% among 360,000; AID 504660; activation, % at 2 µM; in the data active = activation above about 30%; also: 0% is about no effect
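Tetracycline-induced HEK293 TREx D1 cells, force-coupled to calcium signalling, were dye-loaded with a no-wash calcium kit. Compound was pin-added after a 10 s baseline. Fluorescence was read kinetically at 1 cycle/s for 180 s, with calcium rises flagged as agonism.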
D1 potentiator: human D1 dopamine receptor positive modulation | P21728 | HEK293 TREx D1 cells, calcium flux, dopamine EC20 potentiation | potentiation, % at 10 µM | hit rate 0.036% among 360,000; in the data active = potentiation above about 30%; also: 0% is about no effect
RXFP1 agonist: RXFP1 (human) receptor agonism | Q9HBX9 | HEK293T-RXFP1 cAMP TR-FRET, 30 min; response scale: percent of porcine relaxin response, buffer zero | Potency, µM (series often up to 57.5 µM), inactives show at the top dose activation, most hits filed as activators | hit rate 0.3% among 370,000 | AID 2676; also: potency is read from the fitted curve at half-maximal effect; % is scaled to controls: 0 for no effect and ±100 for the full control effect; nearly all actives have a fitted effect of over 60% in size; many of its hits are not listed in these tables
Target sequence (Q9HBX9 whole entry, looked up): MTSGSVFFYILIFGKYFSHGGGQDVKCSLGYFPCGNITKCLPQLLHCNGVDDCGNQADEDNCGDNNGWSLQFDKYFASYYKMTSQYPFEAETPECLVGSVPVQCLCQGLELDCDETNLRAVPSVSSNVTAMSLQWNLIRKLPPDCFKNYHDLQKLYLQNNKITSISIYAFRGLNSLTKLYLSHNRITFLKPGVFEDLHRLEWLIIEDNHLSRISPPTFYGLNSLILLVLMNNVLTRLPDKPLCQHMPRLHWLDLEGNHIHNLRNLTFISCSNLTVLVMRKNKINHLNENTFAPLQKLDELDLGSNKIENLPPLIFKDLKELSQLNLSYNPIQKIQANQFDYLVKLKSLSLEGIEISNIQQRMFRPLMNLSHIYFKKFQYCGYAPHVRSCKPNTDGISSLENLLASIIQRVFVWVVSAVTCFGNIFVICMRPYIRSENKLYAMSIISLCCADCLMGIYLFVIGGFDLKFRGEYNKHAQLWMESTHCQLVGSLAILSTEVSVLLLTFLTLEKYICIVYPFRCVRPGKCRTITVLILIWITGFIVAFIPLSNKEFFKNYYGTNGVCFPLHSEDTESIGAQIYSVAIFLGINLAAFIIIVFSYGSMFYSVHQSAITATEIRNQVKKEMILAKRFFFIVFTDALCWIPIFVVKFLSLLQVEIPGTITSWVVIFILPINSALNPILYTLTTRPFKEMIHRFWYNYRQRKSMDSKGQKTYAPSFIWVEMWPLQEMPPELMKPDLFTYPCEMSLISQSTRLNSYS
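Agonist response is measured as cAMP accumulation in an RXFP1-transfected HEK293T line under PDE4 inhibition. Values are scaled between buffer-only and 29 nM porcine relaxin, and EC50s come from standard Hill equation fits.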
Vif-APOBEC3G blk: blocks the Vif interaction with human APOBEC3G; Q9HC16; HeLa A3G-eYFP + Vif (tagged APOBEC3G with the HIV-1 protein that degrades it), YFP fluorescence, overnight; Potency, µM (doses to about 46.1 µM), without a hit: at the highest dose activity, negative = active, hits mostly inhibitors; hit rate 0.076% among 410,000; AID 602310;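 also: potency is read from the fitted curve at half-maximal effect; % is scaled to controls: 0 for no effect and ±100 for the full control effect; nearly all actives have a fitted effect of over 60% in size; hits raise eYFP signal because A3G escapes Vif-driven loss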
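HeLa cells stably expressing Vif and C-terminally eYFP-tagged A3G, seeded overnight at 37 deg C, then exposed to compound by pintool overnight at 37 deg C. Rise in yellow fluorescence (Ex 488/Em 500-530, Acumen) marks blocked Vif-driven A3G degradation.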
D2 PAM: D2 dopamine receptor (human) potentiation | P14416 | HEK293 T-REx D2, calcium flux, EC20 dopamine potentiation | potentiation, % at 10 µM | hit rate 0.34% among 340,000 | AID 485347;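 active = potentiation over 3 SD above the plate norm, cut at about 30% in these data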; also: 0% is about no effect
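Potentiation of an EC20 dopamine calcium response measured kinetically over 180 s, after a preceding 180 s compound-only read flagging agonists. Cells: inducible Hek293 Trex D2 line, 4000/well, cultured overnight at 30 C before dye loading.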
Glioma ERSR ind: inducers of ER stress response in human glioma cells; U87-MG GRP78 promoter luciferase reporter, 16 h; Potency, µM, without a hit: at the top dose activation, hits mostly activators; hit rate 0.02% among 420,000; AID 602332; also: potency is read from the fitted curve at half-maximal effect; series mostly up to about 76 µM; % of control where 0% means no effect; nearly all actives have a fitted effect of over 35% in size
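ERSR induction read as luciferase luminescence (Bright-Glo, 10 min at room temperature) in stably transfected human U87-MG glioma cells exposed to compounds for 16 h, using GRP78 as sensor.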
D1 antagonist: antagonists of human D1 dopamine receptor; P21728; HEK293 TREx D1 cells, calcium flux, dopamine EC80; active compounds read low; activity change, negative = inhibition, % at 10 µM; hit rate 3.2% among 360,000; in the data active = activity change below about -30%; also: % is scaled to controls: 0 for no effect and ±100 for the full control effect
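Compound effects on dopamine-evoked calcium signalling were measured in tetracycline-induced HEK293 Trex D1 cells. Dopamine at EC80 followed a 180 s compound pre-read, and fluorescence was tracked kinetically for 180 s more.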
LDHA block: blocks human lactate dehydrogenase A; P00338; purified LDHA, NADH/diaphorase-resazurin fluorescence; active compounds read low; activity change, % (values are at about 110 or 230 µM); hit rate 0.15% among 480,000; AID 1347041; in the data active = activity change below about -30%; inconclusive = mostly about -25% to -30%;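 also: plate controls were DMSO wells for no effect and wells without enzyme for full effect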
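LDH5 2 nM; NADH 0.06 mM, pyruvate 0.2 mM; 200 mM Tris pH 7.4, EDTA, Tween-20; 5 min RT. Detection: diaphorase 0.133 mg/mL + resazurin 37 µM, fluorescence ex540/em590 at 0 and 20 min; normalized to enzyme-free and DMSO wells.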
Vif-A3F inh: inhibitors of Vif-A3F interaction. HeLa A3F-eYFP + Vif (tagged APOBEC3F with the HIV-1 protein that degrades it), YFP fluorescence increase. Potency, µM (top dose mostly 46.1 µM), for inactives: at the highest dose activity, negative = active. hit rate 0.2% among 390,000. AID 602313; also: potency is read from the fitted curve at half-maximal effect; % of control where 0% means no effect; nearly all actives have a fitted effect of over 65% in size
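HeLa cells stably expressing Vif plus C-terminally eYFP-tagged A3F were seeded, incubated overnight at 37 deg C, dosed with compound, incubated overnight again at 37 deg C. Yellow fluorescence (Ex 488/Em 500-530) reported blocked Vif-mediated A3F-eYFP degradation.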
* marks the source's active call; other numbers are inactive results; ? = inconclusive; · = not tested or not shown. Unless noted, calls follow the shape of the dose curve; as a rule, active = well fitted curve in the direction sought with a large enough effect; inconclusive = small, poorly fitted or top-dose-only effect, or another doubt; inactive = no such curve, though single readings can be large; an effect the other way counts as inactive or inconclusive.

| no. | canonical_smiles | D1 agonist | D1 potentiator | RXFP1 agonist | Vif-APOBEC3G blk | D2 PAM | Glioma ERSR ind | D1 antagonist | LDHA block | Vif-A3F inh |
| --- | --- | --- | --- | --- | --- | --- | --- | --- | --- | --- |
| 1 | COc1ccc(NC(=O)N2CCC(C(=O)c3ccc(F)cc3)CC2)cc1 | 1 | -2 | 0.2% | 1% | 8 | -3% | -6 | 7 | · |
| 2 | CCCN(C(=O)C1CCCN(c2ncnc3c2nc2n3CCCCC2)C1)c1ccc(F)cc1 (stereo not given) | 2 | -1 | 0.2% | 2% | 7 | -2% | 13 | -1 | -5% |
| 3 | O=C(Cc1coc2ccc3ccccc3c12)Nc1nnc(C2CC2)s1 | 4 | 4 | 6.8% | -15% | 1 | -3% | 20 | -8 | -16% |
| 4 | Cc1ccc(NC(=O)C(=O)NCC2CCCN2S(=O)(=O)c2cccs2)cc1 (stereo not given) | 2 | -2 | 0.4% | -1% | -7 | 2% | 2 | 4 | -2% |
| 5 | N#C/C(=C(/O)CSc1ncn[nH]1)c1nc2ccccc2[nH]1 | 3 | 4 | 0.0% | -10% | -4 | -4% | 7 | 3 | -23% |
| 6 | O=C(N/N=C/c1ccc2c(c1)OCO2)c1cc(-c2ccncc2)nc2ccccc12 | 1 | -7 | 1.2% | ? | 7 | 1% | 6 | -2 | -17% |
| 7 | c1ccc(-n2ncc3c(N4CCCC4)ncnc32)cc1 | 1 | -4 | 3.6% | 0% | 15 | -6% | 15 | -1 | -1% |
| 8 | CCOC(=O)c1sc(NNC(=O)c2ccc(F)cc2)nc1C | 2 | -3 | -0.5% | -5% | 7 | -1% | -14 | 9 | -7% |
| 9 | O=C(O)CCCCCNS(=O)(=O)c1ccc2c(c1)OCCO2 | 3 | 0 | 0.5% | 2% | -10 | -4% | 4 | 1 | 10% |
| 10 | CC(=O)c1cc2c(=O)c3ccccc3oc2nc1C | · | · | · | -5% | · | 0% | · | -2 | -6% |
| 11 | O=C(CSc1ccc2nnc(CCNC(=O)c3ccccc3)n2n1)Nc1ccccc1 | 1 | -1 | 8.2% | 6% | 0 | -2% | -10 | -8 | -1% |
| 12 | CN(CC(=O)Nc1ccc(Cl)cc1)CC(=O)Nc1ccc(C(N)=O)cc1 | 2 | 3 | 1.4% | -9% | 4 | 0% | -7 | 1 | 2% |
| 13 | Cc1cc(C(F)(F)F)nn2cnnc12 | 2 | -5 | 2.4% | 8% | -6 | -4% | 6 | -4 | 0% |
| 14 | COc1ccc(OCC(=O)OC2CCCN(C)C2)cc1 (stereo not given) | 4 | -2 | 0.1% | -1% | 1 | -5% | 1 | -8 | -10% |
| 15 | C=CC[C@]12C[C@@H](OC)C(=O)C=C1O[C@@H](c1ccc(OC)c(OC)c1)[C@H]2C | · | · | · | 3% | · | -4% | · | -2 | 8% |
| 16 | Cc1cc(NC(=O)COC(=O)C2CC(=O)N(c3ccccc3)C2)no1 (stereo not given) | 3 | -6 | 3.5% | 4% | -16 | -3% | -6 | -1 | 0% |
| 17 | CC(C)C(C(=O)NCC1CCCO1)N(CC1CCCO1)C(=O)CNS(=O)(=O)c1ccccc1 (stereo not given) | 0 | 0 | 2.4% | 2% | -7 | -5% | 6 | -13 | 8% |
| 18 | CN(CCOCCOc1ccc2ccccc2c1)Cc1ccccc1 | 10 | -8 | 0.0% | 0% | -19 | 1% | -6 | -1 | -3% |
| 19 | CCN1CCCC1CNC(=O)c1ccc2c(c1)NC(=O)/C(=C\c1ccc(C)cc1)S2 (stereo not given) | 4 | -9 | 2.1% | ? | -13 | 0% | 2 | -1 | 14% |
| 20 | CC1(C)OC(=O)C(=CNc2cccc(O)c2)C(=O)O1 | 1 | -2 | 0.3% | 0% | 2 | -2% | 11 | 2 | 1% |
| 21 | CCOc1cc(C(=O)OC(C)C(=O)Nc2ccc(S(N)(=O)=O)cc2)ccc1OCC(=O)N1CCOCC1 (stereo not given) | 2 | 3 | 1.4% | 0% | 9 | -1% | 0 | 3 | -8% |
| 22 | O=C(NCCCN1CCN(c2ccc(F)cc2)CC1)c1ccc2nc(CCc3ccccc3)oc2c1 | 15 | -5 | -3.0% | 4% | -15 | -3% | -3 | 1 | -6% |
| 23 | CC1(C)CC(=O)C=C(c2cccc(Cl)c2O)C1 | -2 | 4 | 0.2% | 7% | 13 | 1% | · | -10 | 4% |
| 24 | CCOC(=O)c1cc2c(=O)n3ccccc3nc2n(CCCOC)c1=NC(=O)c1c(-c2ccccc2Cl)noc1C | 1 | 0 | 0.3% | -2% | -9 | -1% | 3 | -3 | 0% |
| 25 | N#C/C(=C\c1ccc[nH]1)C(=O)Nc1ccccc1[N+](=O)[O-] | 1 | -2 | 4.7% | 5% | -7 | 1% | -7 | -5 | 3% |
| 26 | O=C1CCC(=O)N1CC(=O)N(c1ccccc1)c1ccccc1 | 5 | -5 | -2.2% | 0% | -2 | -7% | -9 | -1 | -11% |
| 27 | CN(C)C(=S)Nc1cccc(-c2n[nH]c(=S)o2)c1 | 1 | -3 | 20% | 2% | 0 | -4% | 4 | -12 | 16% |
| 28 | O=C1N/C(=N\N=C\c2ccc3ncccc3c2)SC1Cc1ccc(SC(F)F)cc1 (stereo not given) | -3 | 0 | 2.7% | -7% | 14 | 8% | 8 | 1 | -5% |
| 29 | Cc1cc(C)c2cc(C(=O)Nc3ccc(C)c(F)c3)[nH]c2c1 | 0 | 5 | 0.6% | -1% | -27 | -8% | 1 | -7 | -4% |
| 30 | CNC(=O)NC(=O)CSc1nc(-c2cccs2)c(C#N)c(=O)[nH]1 | 3 | -2 | 14µM* | 0% | · | -5% | 0 | 0 | 1% |
| 31 | Cc1[nH]c2ccccc2c1C(=O)COC(=O)c1ccc2c(=O)n3c(nc2c1)CCC3 | 1 | -2 | ? | -15% | 14 | 5% | -1 | -9 | 1% |
| 32 | Cc1c(NC(=O)CN2CCCc3ccccc32)c(=O)n(-c2ccccc2)n1C | 1 | -7 | -0.4% | 0% | · | 0% | -2 | -2 | -2% |
| 33 | Cc1ccc(C)c(NC2=NC3(CCCCC3)N=C(N)N2)c1 | -4 | -12 | -1.8% | 0% | · | -3% | -5 | -10 | -13% |
| 34 | Cc1sc(NC(=O)/C=C/c2ccco2)c(C(=O)O)c1C | 2 | -3 | -0.1% | 4% | 0 | 1% | -8 | 0 | -25% |
| 35 | CCN(c1ccc(OC)cc1)S(=O)(=O)c1nnc(NC(=O)COc2ccccc2)s1 | 0 | 2 | -1.5% | 0% | 37* | -1% | -17 | -6 | 7% |
| 36 | CC12COC3(C(=O)NCCc4ccccc4)CC1CCC32C (stereo not given) | 1 | -1 | 0.6% | -2% | -27 | 7% | -15 | -7 | ? |
| 37 | C#CCCOC(=O)N1C2=NC(C(=O)OC)=C(C(=O)OC)[C@@H]3N(C)c4ccccc4[C@]23C[C@H]1C(=O)OC | 2 | -3 | -2.2% | 6% | · | -5% | 2 | -1 | 10% |
| 38 | OC(COCc1ccccc1F)CN1CCCCC1 (stereo not given) | · | · | · | -1% | · | -8% | · | -8 | -3% |
| 39 | O=[N+]([O-])c1cnccc1Nc1cccc(F)c1 | -1 | -11 | 3.9% | 1% | -7 | -3% | -16 | 5 | 0% |
| 40 | COc1ccc(-c2[nH]nc3c2C2(C(=O)N(CC(=O)O)c4ccccc42)C(C#N)=C(N)O3)cc1OC (stereo not given) | 3 | -4 | 0.0% | 3% | -2 | 4% | 3 | 17 | -1% |

Next structures follow.
The line under a structure holds: D1 agonist, D1 potentiator, RXFP1 agonist, Vif-APOBEC3G blk, D2 PAM, Glioma ERSR ind, D1 antagonist, LDHA block, Vif-A3F inh
#41 CN(C)c1nc(N2CCOCC2)nc(N(c2ccccc2)c2ccccc2)n1
  2, 2, 2.5%, -3%, -4, -1%, 17, -4, -5%
#42 CCc1nnc(NC(=O)c2nc(SCc3cccc(C)c3)ncc2Cl)s1
  -2, -2, -1.1%, 1%, 11, -3%, -28, -6, -15%
#43 CCCCCNC(=O)CSC1=N/C(=C\c2ccc(Cl)c(Cl)c2)C(=O)N1CC
  2, -3, 0.2%, 1%, 2, -4%, 10, 2, 7%
#44 Cc1cc(C)c2nc(N3CCC(C(=O)N4CCN(c5ncccn5)CC4)CC3)sc2c1
  1, 2, -1.1%, 0%, 5, -2%, 7, 0, 1%
#45 CC(=NNC(=S)N1CCCCC1)c1ccccn1
  ·, ·, ·, -7%, ·, -3%, ·, -2, -2%
#46 COc1ccc(C2CC(C(F)(F)F)n3nc(C(=O)O)c(Cl)c3N2)cc1OC (stereo not given)
  3, 11, 0.6%, 0%, -6, 1%, -9, -2, 5%
#47 COc1cc(/C=N/NC(=O)CCn2c3ccccc3c3ccccc32)ccc1O
  4, -5, 2.6%, -7%, -3, -4%, -10, -2, -3%
#48 CC/C(C)=N/Nc1nc2c(c(=O)[nH]c(=O)n2C)n1Cc1ccccc1
  1, -4, 0.2%, -1%, 5, -4%, -2, -5, 15%

Source: PubChem

Some of the compounds tested, so the mix of outcomes need not match the whole.
